Pol eta inh: qHTS for Inhibitors of Polymerase Eta; 390,000 tested, 1.2% active; Potency, µM (titrated, usually from 114 µM), for the others: top-dose activity change, negative = inhibition, usual class: inhibitors; recombinant Pol eta, fluorescent DNA replication assay; AID 588591, 2011; further: potency means the concentration at half of the fitted maximal effect; on the % scale 0 is the no-effect control and ±100 the full control effect
Target sequence (Q9Y253 whole entry, looked up): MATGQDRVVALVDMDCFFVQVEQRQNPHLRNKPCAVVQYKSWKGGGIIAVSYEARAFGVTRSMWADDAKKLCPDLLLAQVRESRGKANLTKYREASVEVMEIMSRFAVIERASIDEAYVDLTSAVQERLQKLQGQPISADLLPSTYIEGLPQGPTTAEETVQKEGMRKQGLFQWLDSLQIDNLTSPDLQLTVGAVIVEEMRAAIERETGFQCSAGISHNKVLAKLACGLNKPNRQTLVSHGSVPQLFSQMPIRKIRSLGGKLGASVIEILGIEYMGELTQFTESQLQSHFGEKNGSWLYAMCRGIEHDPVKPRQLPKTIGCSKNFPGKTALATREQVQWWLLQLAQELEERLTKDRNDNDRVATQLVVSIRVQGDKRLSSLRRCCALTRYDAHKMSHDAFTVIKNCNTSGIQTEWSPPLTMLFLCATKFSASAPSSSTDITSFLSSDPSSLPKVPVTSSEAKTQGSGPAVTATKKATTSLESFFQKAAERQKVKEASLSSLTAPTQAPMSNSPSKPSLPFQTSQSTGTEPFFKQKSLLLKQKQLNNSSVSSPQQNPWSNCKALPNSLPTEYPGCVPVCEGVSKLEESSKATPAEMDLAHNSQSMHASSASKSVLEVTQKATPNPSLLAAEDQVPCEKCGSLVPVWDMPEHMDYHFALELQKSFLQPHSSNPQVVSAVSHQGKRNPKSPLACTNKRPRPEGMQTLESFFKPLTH
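Pol eta at 10 nM preincubated with compounds 15 min at room temperature; reaction started with fluorescent substrate (50 nM final) and read kinetically at 0 and 10 min.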
POLI inh: qHTS for Inhibitors of Polymerase Iota; DNA polymerase iota (Homo sapiens), Q9UNA4; Pol iota fluorescent replication assay, 10 min; Potency, µM (titrated, usually from 115 µM), for the others: at the top dose activity, negative = inhibition, hits mostly inhibitors; 390,000 tested, 1% active; further: potency means the concentration at half of the fitted maximal effect
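Pol iota at 10 nM preincubated 15 min with compounds at room temperature; reaction started with fluorescent substrate, 50 nM final. Fluorescence read kinetically at 0 and 10 min; buffer-only wells as negative control.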
BLM inh: qHTS Assay for Inhibitors of Bloom's syndrome helicase (BLM). RecQ-like DNA helicase BLM (Homo sapiens), P54132. recombinant BLM DNA unwinding, fluorescence dequenching. Potency, µM (titrated, usually from 56.1 µM), inactives show at the highest dose activity change, negative = inhibition, usual class: inhibitors. 350,000 tested, 0.2% active;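 further: potency means the concentration at half of the fitted maximal effect; plate controls were vehicle for no effect and no enzyme for full effect; nearly all actives have a fitted effect of over 35% in size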
Anesthetic bind: qHTS Assay for Identification of Novel General Anesthetics; Ferritin light chain (Equus caballus), P02791; apoferritin/1-aminoanthracene competitive binding, fluorescence; Potency, µM (top dose mostly 77.5 µM), for inactives: top-dose activity change, negative = displacement, actives largely listed as inhibitors; 350,000 tested, 0.074% active; further: potency means the concentration at half of the fitted maximal effect; on the % scale 0 is the no-effect control and ±100 the full control effect; nearly all actives have a fitted effect of over 20% in size
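Horse-spleen apoferritin (10 uM) was mixed with 50% saturated 1-aminoanthracene in PBS, exposed to compounds for 10 min at room temperature, and read for fluorescence (ex 380 nm, em 535 nm). Competitive displacement was fitted with a four-parameter Hill equation.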
Tb PGK inh: qHTS Assay to Find Inhibitors of Phosphoglycerate Kinase; Phosphoglycerate kinase, glycosomal (Trypanosoma brucei brucei), P07378; PGK/GAPDH coupled, Kinase-Glo luminescence, 60 min; Potency, µM (top dose mostly 57.5 µM), for the others: at the top dose activity change, negative = inhibition, most hits filed as inhibitors; 380,000 tested, 0.043% active; further: potency means the concentration at half of the fitted maximal effect; on the % scale 0 is the no-effect control and ±100 the full control effect; nearly all actives have a fitted effect of over 60% in size
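Recombinant glycosomal PGK reaction used 1,3-bisphosphoglycerate generated in-well by GAPDH (100nM final) in 100mM TEA pH 7.6, 5mM MgCl2, 0.01% Tween-20. After 60 minutes at room temperature, ATP was read by Kinase-Glo Plus luminescence end-point.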
RXFP1 antag: qHTS Assay for Antagonists of the Relaxin Receptor RXFP1; Relaxin receptor 1 (Homo sapiens), Q9HBX9; HEK293-RXFP1, relaxin-stimulated cAMP HTRF, 30 min; active compounds read low; activity change, negative = inhibition, % at 57.5 µM; 350,000 tested, 0.59% active; AID 1259400, 2018;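 active means activity change of -60% or lower, but not beyond a set lower limit; inconclusive means change between -60% and -40%, or beyond the set limit; inactive means change above -40%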; further: on the % scale 0 is the no-effect control and ±100 the full control effect
POLB inh: qHTS Assay for Inhibitors of DNA Polymerase Beta; P06746; Pol beta primer extension/strand displacement, fluorescence kinetic; 340,000 tested, 1.3% active; Potency, µM (doses to about 114 µM), inactives show at the highest dose activity change, negative = inhibition, usual class: inhibitors; further: potency means the concentration at half of the fitted maximal effect; on the % scale 0 is the no-effect control and ±100 the full control effect
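Preincubation: enzyme (10 nM) with compound, 15 min, RT. Reaction: substrate added to 50 nM final. Reads: 0 and 10 min. Analysis: normalized, Hill fit.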
APE1 inh: qHTS Assay for Inhibitors of the Human Apurinic/apyrimidinic Endonuclease 1 (APE1); DNA repair nuclease/redox regulator APEX1 (Homo sapiens), P27695; recombinant APE1, TAMRA/BHQ-2 abasic DNA cleavage fluorescence; Potency, µM (titrated, usually from 65.8 µM), inactives show top-dose activity change, negative = inhibition, usual class: inhibitors; 350,000 tested, 0.35% active;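 further: potency means the concentration at half of the fitted maximal effect; plate controls were vehicle for no effect and reference inhibitor for full effect; nearly all actives have a fitted effect of over 55% in size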
Target sequence (P27695 whole entry, looked up): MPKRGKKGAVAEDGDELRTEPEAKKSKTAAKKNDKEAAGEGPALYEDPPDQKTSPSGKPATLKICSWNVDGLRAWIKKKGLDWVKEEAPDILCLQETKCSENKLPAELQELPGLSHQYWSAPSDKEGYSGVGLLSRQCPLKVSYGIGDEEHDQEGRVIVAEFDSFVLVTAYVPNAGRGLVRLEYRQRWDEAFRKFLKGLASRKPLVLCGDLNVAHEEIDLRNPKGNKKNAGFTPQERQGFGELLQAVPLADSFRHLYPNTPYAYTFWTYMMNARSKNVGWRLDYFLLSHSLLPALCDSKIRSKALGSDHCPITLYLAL
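Quantitative HTS: incision of a TAMRA/BHQ-2 double-stranded substrate bearing a tetrahydrofuran abasic site by 0.75 nM APE1 raises fluorescence. Substrate 50 nM final, added after 15 min compound preincubation at room temperature; progress as third-minus-first kinetic read difference.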
Pol kappa inh: qHTS for Inhibitors of Polymerase Kappa; DNA polymerase kappa (Homo sapiens), Q9UBT6; purified Pol kappa, fluorescent DNA synthesis assay, 10 min; Potency, µM (doses to about 107 µM), without a hit: at the top dose activity, negative = inhibition, hits mostly inhibitors; 400,000 tested, 0.53% active; further: potency means the concentration at half of the fitted maximal effect; on the % scale 0 is the no-effect control and ±100 the full control effect
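Inhibition of 10 nM Pol kappa is measured by a fluorescent read-out at 0 and 10 min following addition of 50 nM substrate (final), with a 15-min room-temperature compound preincubation.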
* hit, by the source's call; i = inactive; ? = inconclusive; . = not tested or not shown; & = joins results of further samples; [ ] = another dose, or the depositor's remark. Unless noted, the call rests on the fitted dose curve; in most records, active means well fitted curve in the direction sought with a large enough effect; inconclusive means small, poorly fitted or top-dose-only effect, or another doubt; inactive means no such curve, though single readings can be large; an effect the other way counts as inactive or inconclusive.

SMILES | Pol eta inh | POLI inh | BLM inh | Anesthetic bind | Tb PGK inh | RXFP1 antag | POLB inh | APE1 inh | Pol kappa inh
CCc1nnc(NC(=O)CCC(=O)O)s1 | -19.6% | 24.8% | 3.0% | 6.3% | i | . | 50.7% | -5.9% | -0.5%
COc1cc(C(=O)NCC2(N(C)C)CCCCC2)ccc1OCc1ccccc1 | -2.3% | 114.2%[activator] | 3.9% | -12.2% | -4.9% | -11.8 | 7.2% | 19.6% | -5.3%
CCn1nccc1C(=O)Nc1ccc(Cl)cn1 | -1.2% | 10.2% | 4.4% | -6.3% | -8.7% | 3.6 | 7.6% | 0.2% | -18.8%
N#C/C(=C(\O)c1cc(Cl)sc1Cl)c1nc2ccccc2[nH]1 | 11.1% | 251.5%[activator] | -4.4% | 36.9%[activator] | -0.7% | -17.7 | 10.3% | -10.5% | 2.9%
CNc1c([N+](=O)[O-])cnn1-c1ccccn1 | -11.2% | 33.1%[activator] | -2.7% | -7.8% | -7.9% | 2.8 | 3.7% | -1.6% | -5.5%
CCc1nc(Nc2cc(OC)ccc2OC)c2oc3ccccc3c2n1 | -6.1% | 17.6% | -1.8% | 83.5%[activator] | i | 1.6 | -1.5% | 19.2% | 2.9%
O=C1SCC(c2ccccc2)=NN1Cc1ccccc1 | -11.6% | 7.1% | -1.5% | 5.9% | i | -7.1 | 4.7% | -7.3% | -7.0%
CCC(Sc1nc2n[nH]c(C)c2c(=N)n1-c1ccccc1Cl)C(=O)N(CC)CC (stereo not given) | -14.1% | -28.2% | -2.1% | -17.0% | -9.7% | -33.6 | 0.9% | . | -5.7%[60.1 µM]
Cc1cc(C)cc(NC(=O)CCCn2nc(C)c3c(C)n(-c4ccccc4)nc3c2=O)c1 | -5.0%&-1.8% | -16.0%&8.3% | 1.2%&-0.6% | -18.1%&-6.9% | 0.4%&14.4% | -20.2&-10.8 | 3.5%&99.6% | 23.3% | -11.3%&0.2%
Cc1cc(C)c(S(=O)(=O)Nc2ccc3c4c(cccc24)CC3)c(C)c1 | ? | ? | -11.5% | -7.3% | 1.3% | . | 14.7% | 4.1% | -10.7%
N#CC(c1ccccc1)c1cnccn1 (stereo not given) | -7.3% | -1.8% | . | . | -1.9% | . | . | -5.5% | 11.1%
Clc1ccc(Cc2noc(CN3CCN(c4ccccc4)CC3)n2)c(Cl)c1 | 0.0% | 13.2% | -6.0% | 1.4% | -10.0% | -22.9 | -2.3% | -8.6% | -3.8%
COc1ccccc1NC(=O)Nc1cnccn1 | -1.1% | 29.9% | -3.2% | -2.4% | -3.5% | 1.4 | -20.4% | 6.6% | -12.8%
Cn1c(CCc2nc3ccccc3[nH]2)nnc1SCC#N | -3.9% | -6.6% | -2.8% | 71.2%[activator] | -7.6% | -14.8 | -9.6% | 3.5% | -4.6%
CCN(CC)S(=O)(=O)c1ccc(-c2nnc(SCC(=O)Nc3nnc(C)s3)n2CC)cc1 | 2.7% | -0.1% | -0.4% | -16.0% | -2.4% | -0.9 | -9.7% | 2.3% | -13.8%
Cc1ccc(OC(C)c2nnc(N)s2)cc1Cl (stereo not given) | -3.9% | 6.6% | -3.7% | -22.8% | -3.8% | 7.4 | 6.2% | -2.7% | -5.8%
COC(=O)c1c(C)oc(C)c1S(=O)(=O)N(C)C1CCCCC1 | 0.9% | -13.2% | -12.8% | -6.3% | 6.5% | -22.9 | 3.1% | -4.0% | -11.1%
CCCCCC(=O)NC(NC(=S)Nc1ccc(S(N)(=O)=O)cc1)C(Cl)(Cl)Cl (stereo not given) | -14.4% | 0.1% | -6.5% | -15.7% | -5.6% | -14.2 | 5.3% | 5.0% | -7.7%
COCCN(C(=O)COC(=O)C1CC1)c1c(N)n(Cc2ccccc2)c(=O)[nH]c1=O | -16.8% | 27.7% | . | . | 3.0% | -3.8 | . | 17.7% | 2.2%
O=c1c2ccccc2ncn1-c1ccc(Cl)c(Cl)c1 | 13.5% | ? | -3.3% | -2.0% | i | 9.9 | 7.0% | -0.5% | -9.9%
CCOC(=O)c1ccccc1NC(=O)C1=COCCO1 | -5.2% | 1.9% | . | . | -7.0% | -6.6 | . | 45.3% | -7.3%
O=C(COC(=O)c1ccc(O)cc1)Nc1ncc(Cl)cc1Cl | ? | 7.7% | -9.1% | -13.7% | -3.6% | -8.2 | ? | 2.8% | -11.4%
COc1ccccc1NC(=O)CNS(=O)(=O)c1ccccc1 | -11.4% | ? | 2.7% | -11.7% | -0.7% | -0.1 | 0.9% | -2.0% | -4.9%
Cc1ccc(C)c(N(CC(=O)NC(C)(C)C)C(=O)CCC(=O)Nc2nccs2)c1 | -9.1% | -15.2% | -1.0% | -3.4% | -7.7% | -1.1 | 2.2% | -3.1% | -7.2%
O=C1c2ccccc2C(=O)N1CCCCCCN1C(=O)c2ccccc2C1=O | -21.1% | 1.0% | . | . | 1.2% | 0.6 | . | . | -6.9%

As entered above.
`O=C1c2ccccc2C(=O)N1CCCCCCN1C(=O)c2ccccc2C1=O` in Pol eta inh reads -21.1%
`COC(=O)c1c(C)oc(C)c1S(=O)(=O)N(C)C1CCCCC1` in POLI inh reads -13.2%

(cont.)
SMILES | Pol eta inh | POLI inh | BLM inh | Anesthetic bind | Tb PGK inh | RXFP1 antag | POLB inh | APE1 inh | Pol kappa inh
Cc1ccc(C(C)n2cc(C(=O)NCc3cccnc3)nn2)cc1 (stereo not given) | 1.3% | 2.3% | 1.2% | ? | -3.4% | -4.1 | -9.9% | -4.7% | -12.8%
COc1ccccc1N1CCN(CC(=O)Nc2ccc(Cl)c(C(F)(F)F)c2)CC1 | -14.0% | -17.9%[58.9 µM] | -8.0% | -1.4% | -8.4% | -17.0 | 6.6% | 16.7% | -5.7%
Cc1cc(C)nc(N(C#N)CC(=O)N2CCC(C(N)=O)CC2)n1 | -14.4% | -0.8% | -8.1% | 9.1% | -2.5% | -2.4 | 8.2% | 6.7% | 1.4%
COc1ccc(OC)c(S(=O)(=O)N2CCC(C(=O)NCc3ccccn3)CC2)c1 | 3.1% | 27.8% | 0.9% | 5.6% | -9.3% | 9.7 | -16.4% | 14.9% | -5.1%
COc1ccc(S(=O)(=O)N2CCOCC2)cc1NC(=O)CSc1nnc2c(n1)[nH]c1ccccc12 | -10.4% | 41.0%[activator] | 5.4% | -1.1% | -10.5% | -7.3 | 1.3% | -5.5% | 0.7%
CC(=O)c1ccc(NC(=O)C2CCN(S(=O)(=O)c3ccc4[nH]c5c(c4c3)CCCCC5)CC2)cc1 | -17.4% | 26.3% | -5.6% | -13.8% | -2.3% | -18.8 | -1.4% | . | -15.5%
CCN(C(=O)c1ccnn1C)c1ccccc1 | -11.8% | 8.0% | -0.3% | -7.4% | -10.4% | 5.3 | 30.2% | -1.1% | -4.8%
CCOc1cc(N(CC)CC)ccc1/C=C(/C#N)c1nc2ccccc2[nH]1 | -16.3% | 30.6%[activator] | -15.1% | -12.1% | 1.2% | -15.3 | 17.4% | -5.5% | -14.6%
CC(NC(=O)CCC(=O)c1cccs1)c1ccccc1 (stereo not given) | ? | 10.7% | . | . | i | -12.5 | . | 32.4% | -1.3%
COc1cccc(CN2CC(C(=O)NCc3ccc(C)c(F)c3)CCC2=O)c1 (stereo not given) | -12.7% | 22.1% | -10.5% | -15.8% | 4.9% | 0.1 | 52.6% | 7.0% | -14.6%
CCOC(=O)CC(=O)c1[nH]c(C)c(C(=O)OCC)c1C | -9.7% | 3.4% | -1.8% | -3.3% | -5.1% | 0.2 | 34.8% | -2.2% | -6.8%
COc1ccc(C(=O)OCC(=O)NCc2cccs2)c(OC)c1OC | -15.7% | 25.2% | . | . | i | 0.4 | . | 27.5% | 14.6%
COc1ccc(-c2cc(-c3ccccc3)nc(SCC(=O)CC(=O)OC(C)C)c2C#N)cc1 | -15.3% | 8.8% | -9.1% | -19.2% | 11.5% | . | -1.0% | . | 6.9%
CCOc1ccc(NC(=O)C(Cc2ccccc2)N2C(=O)c3cccc4cccc(c34)C2=O)cc1 (stereo not given) | -10.9% | ? | -1.5% | -5.4% | 3.0% | -1.8 | -7.5% | 0.0% | -13.9%
CCC(=O)N1CCc2cc(S(=O)(=O)Nc3ccc4c(c3)OCCO4)ccc21 | -5.0% | -1.6% | 0.8% | -10.0% | 6.3% | -13.7 | -1.6% | -2.8% | -3.2%
Cn1cc(C(=O)Nc2ccc3c(c2)CCC3)cn1 | -12.5% | -7.1% | -0.1% | -3.0% | -4.0% | -8.3 | -18.8% | 8.7% | -6.4%
c1ccc2cc3[nH]c(CN4CCOCC4)nc3cc2c1 | -10.6% | 9.7% | -9.1% | -2.2% | i | -1.1 | 26.6% | 15.9% | 2.0%
CCCOc1ccc(Nc2nc(SC)ncc2C(=O)OCC)cc1 | -20.9% | 22.9% | -7.6% | -16.6% | -2.5% | -5.5 | -16.0% | . | 5.6%
C=CCOc1ccccc1CN1CCCC(CCC(=O)N(C)CCc2ccccn2)C1 (stereo not given) | -12.1% | 27.7% | 2.9% | -2.4% | 3.9% | 9.0 | 4.4% | -5.8% | -15.6%
COc1ccc(C(C)=O)cc1COC(=O)CCCN1C(=O)c2ccccc2C1=O | -23.6% | -7.0% | -0.4% | -22.2% | -5.0% | 7.4 | -0.6% | -1.7% | -6.8%
COC(=O)c1ccc(C2Nc3ccc(/C(C)=N/NC(=O)C(OC)c4ccccc4)cc3C3C=CCC32)cc1 (stereo not given) | 9.7% | 16.2% | -14.2% | ? | -6.4% | -4.2 | 0.4% | -1.4% | -30.1%

Assay outcomes: PubChem, National Center for Advancing Translational Sciences (NCATS)

A portion of the library. The share of hits here may be higher or lower than overall.
